Screening data from PubChem BioAssay.
PglD inh – PglD (C. jejuni) enzyme inhibition; purified PglD enzyme, DTNB colorimetric CoA detection; inhibition, % at 12.5 µM; AID 602405; actives 0.098% (n = 360,000); in the data active = inhibition above about 16%, passing the limit was not always enough; inconclusive = no clear call, values can overlap the other calls; note: strong numbers were not always called active
ARNT TACC3 PPI – disrupts binding between human ARNT and TACC3; Q9Y6A5; AlphaScreen His-ARNT PAS-B/GST-TACC3 binding, luminescence; TACC3 fragment carries E629A point mutation; inhibition, % at 9.99 µM; actives 0.66% (n = 390,000);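 active = mean inhibition of replicates at least 50% and at least half of replicates each reaching 50%; inconclusive = half or more replicates reach 50% but mean below 50%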;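 note: 0% = complete ARNT plus TACC3 wells and 100% = ARNT alone without TACC3; many hits fall short of the cut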
CASP6 VEID inh – blocks human caspase-6 cleavage activity. P55212. purified caspase-6, Z-VEID-R110 cleavage fluorescence. inhibition, % at 12.5 µM. actives 0.53% (n = 350,000). AID 686996;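 active = mean inhibition across replicates at least about 35%, with every replicate also reaching that limit, limit read from the data; inconclusive = only one of the two criteria met; inactive = neither criterion met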;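 note: 0% = median of neutral control wells and 100% = no fluorescence left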
ERp5 block – ERp5 (human) disulfide isomerase inhibition; Q15084; ERp5 insulin aggregation, absorbance 650 nm, 90 min; inhibition, % at 9.99 µM; actives 0.05% (n = 350,000);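 active = mean replicate inhibition above about 25%, with every replicate also reaching it, limit read from the data, passing the limit was not always enough; inconclusive = only one of those two criteria met; inactive = neither criterion met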
RAD52 anneal inh – blocks human RAD52 DNA annealing | P43351 | recombinant RAD52 DNA annealing, FRET fluorescence | inhibition, % at 18.7 µM | actives 0.46% (n = 360,000) | AID 651710;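 active = every replicate showing at least 50% inhibition; inconclusive = mean inhibition at least 50% but not in every replicate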
Target sequence (P43351 whole entry, looked up): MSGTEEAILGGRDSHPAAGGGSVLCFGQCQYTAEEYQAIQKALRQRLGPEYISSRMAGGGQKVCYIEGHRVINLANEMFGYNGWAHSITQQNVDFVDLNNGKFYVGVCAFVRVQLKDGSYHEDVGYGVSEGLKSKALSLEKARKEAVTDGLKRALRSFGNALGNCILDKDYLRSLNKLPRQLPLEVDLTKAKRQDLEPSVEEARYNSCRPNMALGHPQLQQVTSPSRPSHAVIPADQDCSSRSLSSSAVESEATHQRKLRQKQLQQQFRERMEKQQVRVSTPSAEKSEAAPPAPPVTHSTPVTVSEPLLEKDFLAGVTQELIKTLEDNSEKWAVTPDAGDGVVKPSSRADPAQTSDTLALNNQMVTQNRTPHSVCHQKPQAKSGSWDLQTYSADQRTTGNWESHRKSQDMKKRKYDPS
E-sel inducer – E-selectin induction on HUVECs. P16581. HUVEC E-selectin immunofluorescence imaging; normalized: neutral wells 0, TNF-alpha wells 100. activation, % at 7.58 µM. actives 0.37% (n = 260,000). AID 686992;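 active = mean E-selectin-positive cell signal at least 10% of the positive control, reached in at least 60% of replicates, without over 20% cell loss; inconclusive = no rule given, readout overlaps actives, possibly toxicity-flagged; inactive = the rest, including those meeting only one limit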;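 note: in these data hits start at about 27%; measured in HUVEC primary endothelial cells; signal is the percent of cells scored E-selectin positive by PE staining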
Target sequence (P16581 whole entry, looked up): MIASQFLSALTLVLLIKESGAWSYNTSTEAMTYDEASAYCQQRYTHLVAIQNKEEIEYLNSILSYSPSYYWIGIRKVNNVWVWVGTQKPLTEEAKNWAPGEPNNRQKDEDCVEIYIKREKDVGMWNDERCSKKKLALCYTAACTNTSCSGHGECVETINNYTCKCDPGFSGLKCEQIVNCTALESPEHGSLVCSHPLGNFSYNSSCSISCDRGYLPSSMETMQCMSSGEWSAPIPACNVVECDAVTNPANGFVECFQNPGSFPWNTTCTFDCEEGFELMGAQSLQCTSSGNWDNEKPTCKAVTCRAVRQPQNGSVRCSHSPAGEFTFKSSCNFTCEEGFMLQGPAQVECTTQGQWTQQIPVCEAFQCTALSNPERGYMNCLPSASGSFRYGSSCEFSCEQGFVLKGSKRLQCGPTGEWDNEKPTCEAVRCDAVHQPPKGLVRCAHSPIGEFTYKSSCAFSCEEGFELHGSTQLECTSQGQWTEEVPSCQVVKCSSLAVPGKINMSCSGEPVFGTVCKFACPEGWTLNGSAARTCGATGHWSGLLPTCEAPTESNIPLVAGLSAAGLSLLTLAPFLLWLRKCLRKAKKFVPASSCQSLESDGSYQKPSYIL
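assay system = HUVEC, human umbilical vein endothelial cells | input = 3,000 HUVEC seeded per well | medium = EGM-2 growth medium on 0.1% gelatin-coated wells | dosing = one compound dose added by pin transfer | signal = immunofluorescence imaging | read-out basis = % PE-positive cells | control set = TNF-alpha, DMSO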
esBAF inh – inhibitors of esBAF chromatin remodeling in mouse ES cells; actives 2% (n = 350,000); Bmi1-luciferase knock-in reporter, 24 h; 100% = twice the neutral-well signal; AID 602393; reporter increase, % at 12.5 µM; in the data active = activation above about 40%; inconclusive = no clear call, values can overlap the other calls;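 note: 0% = median of the plate's neutral control wells and 100% = double that signal; a rise in the Bmi1 reporter signal indicates esBAF inhibition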
RAD54 inh – RAD54 (human) branch migration inhibition; Q92698; RAD54 Holliday junction branch migration, FAM/BHQ fluorescence; inhibition, % at 10.4 µM; actives 0.14% (n = 360,000);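 active = mean normalized replicate activity at least 40 and at least half of replicates scoring 40 or more; inconclusive = only one of the two criteria met; inactive = mean below 40 and under half of replicates reaching 40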;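 note: 0% = median of neutral control wells and 100% = median of positive control wells; inhibitors cause a drop in the FAM fluorescence signal; in these data hits start at about 50%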
* marks the source's active call; other numbers are inactive results; ? = inconclusive; . = not tested or not shown; & = joins results of further samples. Rows are unselected; overall some 3.2% were active at least once.

SMILES	PglD inh	ARNT TACC3 PPI	CASP6 VEID inh	ERp5 block	RAD52 anneal inh	E-sel inducer	esBAF inh	RAD54 inh
O=C(Cn1nc(C(F)(F)F)c2c1CCCC2)NCc1ccco1	6	-8	.	.	.	0.9	0	-5
O=C(Nc1ccc(-c2nc3ccccc3s2)cc1)c1cc(-n2cnnc2)ccc1Cl	-7	6	1	1	-23	.	60*	0
CCCC#Cc1cnc2c(c1)C(=O)N([C@@H](C)CO)C[C@H](C)[C@H](CN(C)C(=O)Nc1c(C)noc1C)O2	6	-2	0	1	4	0.0	-2	-7
O=C(NCc1ccccn1)c1cc(-c2ccccc2)nc2ccccc12	.	-2	-1	-5	-16	-0.3	.	.
CC(=O)c1ccc(NC(=O)CN2CCN(S(=O)(=O)c3ccc4ccccc4c3)CC2)cc1	0	-18	1	-1	-143	.	-2	-23
COC(=O)[C@]12C[C@H](CC(=O)N3CCSCC3)C(=O)N(Cc3ccccc3)C1=C[C@H](C(C)C)O[C@@H]2C1CC1	.	.	-3	5	-6	0.0	.	.
Nc1ncnc2nc(SCc3ccc(Cl)cc3Cl)[nH]c12	2	-11	.	.	.	.	13	3
Cc1ccc(-n2c(Cc3cccn3C)nnc2SCC(=O)NCc2ccco2)cc1	-3	0	.	.	.	.	4	0
Cc1ccc(-n2c(C)cn(C(=O)c3ccccc3)c2=S)cc1	5	3	3	2	3	.	4	0
COCCCn1c(C(=O)NCCN2CCOCC2)cc2c(=O)n3cccc(C)c3nc21	0	-2	-3	10	7	.	2	7
Cc1cc(NC(=O)c2ccc3c(c2)C(=O)N(CC(C)C)C3=O)no1	.	8	-6	0	-11	.	.	.
CCN(C(=O)COC(=O)Cc1cccc2ccccc12)C1CCS(=O)(=O)C1 (centres undefined)	5	-1	0	4	-2	-1.5	-3	0
CCOC(=O)c1ccc(N=CC2=C(O)CC(C)(C)CC2=O)cc1	-1	-4	.	.	.	.	7	1
CC(C)(C)OC(=O)NCCc1onc(-c2ccccc2F)c1C(=O)O	-3	.	0	-3	-17	0.3	1	-4
Cc1cc(C)n(CC(=O)N/N=C/c2ccc(C)o2)n1	-4	1	.	.	.	.	-10	2
CC(OC(=O)c1cccc(-n2cnnn2)c1)C(=O)Nc1cccc(Cl)c1 (centres undefined)	3	1	-3	-4	1	-2.1	-18	0
Cc1ccc(NC(=O)CCn2cnc3ccccc3c2=O)c(C)c1	.	-9	5	-1	3	0.4	.	.
COc1ccc(/C=C2\NC(=S)N(CC3CCCO3)C2=O)c(OC)c1 (centres undefined)	2	1	.	.	.	.	48*	-2
CCCNC(=O)N1C[C@H]2[C@@H](c3ccccc31)[C@@H](CO)N2C(=O)NCCC	-2	-10	-4	4	-9	-0.3	-3	1
COCc1c(C(=O)OCC(=O)Nc2ccc(OC(F)F)cc2)oc2ccccc12	1	.	3	3	-2	0.1	-10	4
OCCNC(=S)Nc1ccc(Cl)c(Cl)c1	4	1	-2	0	-6	.	.	-8
CCCNC(=O)N1[C@H](CO)[C@@H](c2ccccc2)C12CN(C(=O)CC1CC1)C2	.	.	1	-1	-13	-0.2	.	.
O=C(/C=C/c1ccc2ccccc2n1)c1cc(Cl)ccc1O	-4	-1	-2	0	-25	0.4	?	-3
CN(C)c1ccc(-c2nc3ccccn3c2/N=C/c2ccc(Br)cc2)cc1	.	12	-2	0	-10	-1.3	.	.
CC1CCC(NC(=O)Cn2ncc3ccccc32)CC1 (centres undefined)	4	-8	1	3	-11	.	36	5

Further entries follow:
SMILES	PglD inh	ARNT TACC3 PPI	CASP6 VEID inh	ERp5 block	RAD52 anneal inh	E-sel inducer	esBAF inh	RAD54 inh
Cc1cc(Cl)ccc1OC(C)C(=O)N1CCCN(C(=O)C(C)Oc2ccc(Cl)cc2C)CC1 (centres undefined)	-2	4	.	.	.	.	-6	0
CCC(C)NC(=O)CO/N=C/c1ccc(C(=O)OC)cc1 (centres undefined)	-1	6	.	.	.	.	-2	-3
COC(=O)/C=C/c1ccsc1NC(C)=O	.	-11	7	-2	-14	.	.	.
COc1ccc(/C=C2\SC(=O)N(CC(=O)NN3CCN(C)CC3)C2=O)cc1OC	-2	8	-3	2	14	-0.3	-1	7
Cc1cccc(CN2CCN(Cc3ccc(-n4cccn4)cc3)CC2CCO)n1 (centres undefined)	.	-6	-1	1	-9	0.2	-1	.
O=c1cc(N2CCOCC2)[nH]c(=O)n1Cc1ccc(F)cc1	0	21	-1	0	0	-1.3	-9	8
CSc1c(CC(=O)Nc2ccccc2C(F)(F)F)n(Cc2ccccc2)c2ccccc12	-16	-3	.	.	.	0.3	-3	-1
O=C(c1ccccc1)N1CC(=O)N2[C@@H](CO)[C@H](c3ccc(C#CCC4CCCC4)cc3)[C@@H]2C1	.	.	-1	-3	-7	0.2	.	.
CCC(=O)c1c[nH]c(C(=O)N2CCN(c3ccccc3)CC2)c1	.	-4	0	0	-8	.	.	.
CN1c2ccc(Br)cc2[C@@H]2[C@@H](CCN2C(=O)c2cccc(F)c2)[C@@H]1CO	5	2	-1	-1	7	-0.4	-5	-11
COc1ccc(CN(C)C[C@@H]2Oc3ccc(NC(=O)C4CC4)cc3CC(=O)N([C@H](C)CO)C[C@@H]2C)cc1	4	9	3	-5	-5	0.7	0	-8
COc1ccc(S(=O)(=O)N2CCN(C(=S)NCC3CCCO3)CC2)cc1OC (centres undefined)	-5	-13	0	-4	-3	3.5	.	-6
CCCCCCCNC(=O)c1ccc(N2CCC3(CC2)OCCO3)c([N+](=O)[O-])c1	.	-2	1	1	1	1.0	.	.
c1ccc2sc(-c3ccncc3)nc2c1	.	-3	-1	6	-3	.	.	.
CCOC(=O)c1c(NC(=O)CSc2nnc(N)s2)sc(C)c1-c1ccc(C)cc1	2	-15	-3	7	-24	.	.	2
COc1cccc(C(C)(O)c2nc(-c3cccs3)cs2)c1 (centres undefined)	4	.	0	-2	-1	-0.4	-5	-1
CC(C)(C)NC(=O)CN1CCC(NC(=O)C23CC4CC(CC(C4)C2)C3)CC1	.	-5	-3	-1	-12	0.0	.	.
O=C(C[C@@H]1C[C@H]2c3cc(NC(=O)Nc4ccc(C(F)(F)F)cc4)ccc3O[C@H]2[C@@H](CO)O1)NCC1CC1	1	-3	0	-2	-6	-0.4	-5	-9
CCCOc1cccc(-c2nnc(N)s2)c1	-7	0	.	.	.	.	25	-3
O=C(NCC[C@H]1CC[C@@H](NC(=O)C2CCOCC2)[C@H](CO)O1)c1cc(Cl)cc(Cl)c1	-3	-3	1	-9	-7	1.0	0	-5
Cc1ccccc1-c1ccc([C@@H]2[C@H]3CN(C(=O)Cc4ccccn4)CC(=O)N3[C@H]2CO)cc1	.	.	2	-2	14	-0.1	.	.
CCOC(=O)Nc1ccc(OC)c([N+](=O)[O-])c1	-2	-1	5	3	-10	4.1	-4	-2
CC(C)(Oc1ccc(Cl)cc1)C(=O)OCC(=O)NCCc1ccccc1	3	.	1	3	-15	-0.6	-4	-4
Cc1cc(O)ccc1N/C=C/c1onc(C)c1[N+](=O)[O-]	.	28	0	-1	1	.	.	.
Cn1cccc1C(=O)Nc1ccc(N2CCOCC2)cc1	-1	8	-4	0	-10	20	-22	-10

Remaining list, next part.
SMILES	PglD inh	ARNT TACC3 PPI	CASP6 VEID inh	ERp5 block	RAD52 anneal inh	E-sel inducer	esBAF inh	RAD54 inh
CN(C)c1cccc(C(=O)Nc2ccc3nc4n(c(=O)c3c2)CCCCC4)c1	1	1	-1	0	-39	0.6	36	-8
O=S(=O)(Cc1ccccc1)NCC[C@H]1CC[C@H](NS(=O)(=O)c2ccccc2)[C@@H](CO)O1	-4	-9	-1	11	-17	-0.2	2	-3
CN(C)CCCNc1cc(C(C)(C)C)nc2c(-c3ccc(Cl)cc3)cnn12	1	6	-1	4	29	0.0	.	9
O=C(Cc1ccccc1)Nc1ccc(C(=O)O)cc1	-2	0	.	.	.	.	6	-3
COC(=O)c1ccc(OS(=O)(=O)N(C)C)cc1	4	-8	1	1	-21	.	49*	1
C/C(CC(=O)Nc1cccc2c1CCCC2)=N\NC(=O)c1ccccc1N	1	-1	.	.	.	.	16	4
COc1ccc(CN2C[C@H](COCc3ccccc3)Oc3cccc(F)c3S2(=O)=O)cc1	.	.	-2	4	-2	-0.2	.	.
CCOC(=O)CN1C(=O)NC(C)(c2ccc(OC(F)F)cc2)C1=O (centres undefined)	-2	-9	.	.	.	.	-7	5
CCC(=O)N1C[C@@H](C)[C@H](OC)CN(C)C(=O)c2ccc(NC(=O)Nc3cccc(F)c3)cc2OC[C@H]1C	-1	-1	-1	-3	-4	0.0	3	-4
COCCNCc1ccc(C(C)C)cc1	.	-4	2	2	-5	.	.	.
C[C@H](NC(=O)c1[nH]cnc1C(=O)Nc1cccc(Cl)c1)c1ccccc1	4	-7	4	8	-5	.	-10	-5
Cc1ccc(OS(=O)(=O)c2ccc(-c3csc(C)n3)s2)c(C)c1	.	-6	0	-4	-15	0.1	.	.
C=CCN1C(=O)NC(c2ccccc2)(C(F)(F)F)S/C1=C(\C#N)c1nnc(N2CCOCC2)n1-c1ccccc1 (centres undefined)	.	7	2	-1	-57	.	.	.
C[C@H](CO)N1C[C@H](C)[C@@H](CN(C)S(=O)(=O)c2ccccc2)OCc2cn(nn2)CCCC1=O	-4&8&2	-7&-8	0&1&-1	2&1&8	-7&5&3	0.1	-7&2&-3	-2&4&22
O=C(NC(N1CCOCC1)C(Cl)(Cl)Cl)c1ccc(Br)cc1 (centres undefined)	.	-5	1	1	-10	.	.	.
CCc1cnc(N2[C@H](C#N)[C@H](c3ccc(C#Cc4ccccc4F)cc3)[C@@H]2CO)s1	2	2	2	-2	-64	0.3	6	4
CSc1nc(N2CCOCC2)c2c3c(sc2n1)CCCC3	1	-1	.	.	.	.	-10	-5
CCN(C(=O)C1CCN(S(=O)(=O)c2cccc3nonc23)CC1)c1ccccc1	-3	-2	-1	-2	-1	.	4	11
COC(=O)c1ccc(CN2CCc3ccccc32)cc1	-3	4	-6	-1	-19	-0.1	-1	5
Cc1ccc(N(Cc2cc3ccccc3[nH]c2=O)S(=O)(=O)c2ccccc2)cc1	.	-1	0	2	-10	.	.	.
CN(C(=O)CN(CCO)CC(=O)N(C)C(C)(C)Cc1ccccc1)C(C)(C)Cc1ccccc1	5	22	-2	4	13	1.2	5	-2
C=CCCC(=O)N1C[C@H]2CCN(C)[C@H]2C[C@H]1c1ccccc1Br	.	.	-2	1	-4	-0.4	.	.
C[C@@H]1CN([C@H](C)CO)C(=O)c2cc(N(C)C)ccc2O[C@@H](C)CCCCO[C@@H]1CN(C)C(=O)CCC(F)(F)F	4	6	-4	-7	-141	-0.3	3	-13
COc1ccc(-c2cccc(NS(=O)(=O)c3ccc([N+](=O)[O-])cc3)c2)nn1	0	-10	7	0	-6	-0.2	6	-11
CO[C@H]1CN(C)C(=O)c2ccc(NC(=O)C3CCC3)cc2OC[C@H](C)N(Cc2ccccn2)C[C@@H]1C	0	18	0&-3	2&3	-12&-3	0.1&-0.1	1	3
CCS(=O)(=O)NCC[C@@H]1CC[C@@H](NS(=O)(=O)c2ccccc2C)[C@@H](CO)O1	-3	2	-6	-4	-2	0.0	-2	8
COc1ccc(NC(=O)CC2Nc3cccc4cccc(c34)NC2=O)cc1 (centres undefined)	.	14	-2	-5	-5	.	.	.
COc1ccc(Cl)cc1NC(=O)Cn1nnc(C(=O)NCc2ccc3c(c2)OCO3)c1N	-3	-2	6	7	-14	2.4	-3	-8
